# mouse EphA4 binding: inhibitors of EphA4 binding to KYL peptide, primary screen, biochemical, colorimetric, mouse EphA4 (AID 689); EphA4-AP binding to KYL peptide, pNPP A405; higher % means a stronger effect; inhibition, % at 10 µM; hits with a dose series show IC50 in µM; actives 0.1% (n = 62,000); in the data active = a potency from the dose series; inactive = the rest, 99 in 100 with inhibition below about 22%
# Starred values were filed as active, the others as inactive; & = joins results of further samples.
Structure	mouse EphA4 binding
C=CCNC(=O)c1c(N)n(-c2ccc3c(c2)OCO3)c2nc3ccccc3nc12	-8%
CCNC(=O)COc1cccc2ccccc12	0%
C=CCOc1c(Br)cc(/C=C2\C(=O)NC(=O)N(c3ccccc3)C2=O)cc1OC	-1%
CCN(CC)c1nc2ccccc2n2cnnc12	-13%
O=C(Nc1ccc([N+](=O)[O-])cc1)C1CC(=O)N(c2ccc(Cl)cc2)C1 (configuration not stated)	5%
COc1ccc(N(CN2C(=O)c3ccccc3C2=O)C(=O)C(C)C)cc1	-5%
C#Cc1ccc(C(=O)Nc2cc(C(N)=O)ccc2N2CCOCC2)cc1	-13%
COc1ccc(C2CC(c3ccccc3Cl)Nc3ncnn32)cc1OC (configuration not stated)	17%
O=C(O)CSc1nc2c(c(=O)[nH]1)CCCC2	-4%
CC(=O)c1sc2nc(-c3cccs3)ccc2c1N	21%
Cc1ccccc1-c1nnc2s/c(=C\c3ccc(N(C)C)cc3)c(=O)n12	29%
CN(CC(=O)Nc1cccc2c1CCCC2)S(=O)(=O)c1ccc(Br)cc1	-6%
COc1ccc(-n2c(O)c(C=NC3CC3)c(=O)[nH]c2=O)cc1	-1%
COc1ccc(CCCc2nnc(SCC(=O)Nc3cc(C)c(C)cc3Br)o2)cc1	-7%
O=C(O)CC1S/C(=N\N=C/c2ccccc2)N(c2ccc(O)cc2)C1=O (configuration not stated)	6%
COc1cc(O)oc1C=Nc1ccccc1	17%
N#CC1=C(N)Oc2n[nH]c(-c3cccs3)c2C1c1cccnc1 (configuration not stated)	-6%
Cc1ccc2nc3c(cc(C#N)c(=O)n3-c3nccs3)c(=O)n2c1	-2%
CC(Nc1cc(N2CCN(C)CC2)ccc1[N+](=O)[O-])c1ccc(Br)cc1 (configuration not stated)	-2%
O=C(COC(=O)c1cccnc1Nc1cccc(C(F)(F)F)c1)NCCN1C(=O)CSC1=O	-7%
CCCCNC(=O)CC1N=C2c3ccccc3N=C(SCC(=O)Nc3ccccc3C)N2C1=O (configuration not stated)	-5%
Cc1cc(Cl)ccc1NC(=O)c1cccc(I)c1	-4%
O=C(Nc1ccc2c(c1)OCO2)C1CC(c2c(F)cccc2Cl)=NO1 (configuration not stated)	2%
Nn1c(SCc2nc3ccccc3[nH]2)nnc1C1CCCCC1	-5%
Cc1cc(C)nc(NS(=O)(=O)c2ccc(NC(=O)CCCN3C(=O)c4ccccc4C3=O)cc2)n1	-15%
O=C1C(=O)N(CCCn2ccnc2)C(c2cccc([N+](=O)[O-])c2)/C1=C(\O)c1ccc(Cl)cc1 (configuration not stated)	-4%
CCOC(=O)c1c(C)oc2c1c1c(c3ccccc32)OCN(Cc2ccccn2)C1	5%
c1ccc2c(c1)OCC(c1nnc3sc(-c4ccc5c(c4)OCO5)nn13)O2 (configuration not stated)	3%
CCOc1ccc(NC(=O)c2ccc(Br)o2)c([N+](=O)[O-])c1	7%
NS(=O)(=O)c1ccc(CCNC(=O)COC(=O)C2CCCN2C(=O)c2cccs2)cc1 (configuration not stated)	-12%
CC(C)(C)C(=O)NC(=S)Nc1ccccc1F	-6%
COc1cc(C2CC(=O)N3CN(Cc4ccccc4)CSC3=C2C#N)ccc1OCc1ccccc1 (configuration not stated)	5%
Cn1c(=O)oc2cc(S(=O)(=O)NCCN3CCN(c4ccccc4F)CC3)ccc21	-13%
CCC(C)n1c(SCC(=O)Nc2ccccc2C(F)(F)F)nc2ccsc2c1=O (configuration not stated)	4%
Cc1nc(CNS(=O)(=O)c2ccc3c(c2)OCCO3)cs1	-2%
COc1ccc(-c2nc(-c3cccc(C)c3)nc(N3CCN(C)CC3)c2C#N)cc1	-5%
Cc1cc(C)nc(NS(=O)(=O)c2ccc(N/C=C\C(=O)c3ccc4ccccc4c3)cc2)n1	10%
Cn1ccnc1SCC(=O)c1ccc(Br)cc1	9%&-7%
O=C(COC(=O)CCCN1C(=O)c2ccccc2C1=O)Nc1ncc(Cl)cc1Cl	24%
O=C(NC1(C(F)(F)F)NC(=O)N(CC2CCCCC2)C1=O)c1ccco1 (configuration not stated)	-3%
COCCCNC(=O)C(=O)NCCc1ccc(OC)cc1	-7%
O=C(Cc1ccc(-n2cccc2)cc1)N1CCN(c2ccccc2F)CC1	-13%
COc1ccc(/C(N)=N/OC(=O)c2ccc(F)cc2)cc1	-8%
COc1ccc(-n2c(=O)cc(N3CCCCCC3)[nH]c2=O)cc1	4%
CSc1nnc(C)c(/C=C/Nc2ccc(Cl)cc2)n1	7%
O=C(N/N=C/c1cn(-c2ccccc2)nc1-c1ccc(F)cc1)c1ccc(Br)o1	1%
O=C(Nc1ccccc1C(=O)Nc1ccccn1)c1ccc([N+](=O)[O-])cc1	-12%
Cc1ccc(NC(=O)c2cc(I)ccc2Cl)c([N+](=O)[O-])c1	1%
Cc1cc(=O)oc(C)c1C(=O)N1CCN(C(c2ccccc2)c2ccccc2)CC1	-6%
COc1ccc(/C=N/n2c(SC)nnc(C(C)(C)C)c2=O)c(OC)c1	-3%
Cc1ccc(S(=O)(=O)Nc2nc3ccccc3nc2NCc2ccco2)cc1C	-3%
CCOc1ccc(S(=O)(=O)N(CC(=O)N2CCc3ccccc32)Cc2ccco2)cc1	12%
COc1ccc(N(CC(=O)O)S(C)(=O)=O)cc1	-16%
CCC(=O)N1CN(S(=O)(=O)c2ccc(C)cc2)CC1C (configuration not stated)	-6%
CCOc1ccccc1NC(=O)C1CN(S(=O)(=O)c2ccccc2)CCN1S(=O)(=O)c1ccccc1 (configuration not stated)	-5%
COCCn1c(SCc2cccnc2)nnc1-c1c[nH]c2ccccc12	-3%

# Additional structures follow:
Structure	mouse EphA4 binding
COc1ccccc1-c1cc(C(F)(F)F)nc(N2CCOCC2)n1	-4%
O=C(CCCN=C1NS(=O)(=O)c2ccccc21)OCC(=O)N1CCc2ccccc21	-8%
CCOC(=O)N1CCC(Nc2c(NCCN3CCN(c4ccccc4F)CC3)c(=O)c2=O)CC1	-9%
CCN(CC)C(=O)C1CCCN(Cc2sccc2C)C1 (configuration not stated)	-10%
Cc1ccc(C)n1-c1cccc(N)c1	-4%
Cc1nc2sc3c(c2c(=O)[nH]1)CCC3	-6%
O=C(CCCCn1c(=O)[nH]c2ccccc2c1=O)N1CCN(c2cccc(C(F)(F)F)c2)CC1	4%
COc1ccc(CCN2C(=O)c3ccncc3C2=O)cc1OC	17%
Cc1ccc2c(c1)N(CC(=O)OC(CC(C)C)C(=O)NC1CCCC1)C(=O)CO2 (configuration not stated)	11%
O=c1c2c(n3nnnc3n1-c1ccccc1)-c1ccccc1CC21CCCC1	4%
CCCOc1ccccc1C1CC(=O)NC2=C1C(=O)CCC2 (configuration not stated)	8%
O=C(c1ccc2c(c1)OCCO2)C1CCN(S(=O)(=O)c2ccccc2F)CC1	-8%
Cc1ccnc(NC(=O)Cc2ccc(Br)cc2)c1	5%
O=C(COc1ccc(Cl)cc1)Nc1cnn(Cc2c(Cl)cccc2Cl)c1	8%
C1CCN(c2nc3nonc3nc2N2CCCC2)C1	-14%
COc1ccc(OC)c(S(=O)(=O)N2CCC(C(=O)NCc3ccccc3)CC2)c1	-8%
N#CC1=C(N)OC2=C(C(=O)CC(c3ccco3)C2)C1c1ccc(OCc2c(F)cccc2Cl)cc1 (configuration not stated)	0%
CCS(=O)(=O)c1ccc(O)c(NC(=O)COc2ccccc2)c1	3%
CC(NC(=O)C1C(=O)N(CCO)C2(C)CC1c1ccccc1O2)c1ccccc1 (configuration not stated)	-3%
CC1(C)OC(=O)C(=CNc2ccc(F)cc2)C(=O)O1	5%
O=C(Cn1ccc2ccccc2c1=O)N1CCN(c2cccc(Cl)c2)CC1	-13%
O=C(Nc1ccc(F)c([N+](=O)[O-])c1)c1ccc(Br)o1	7%
Cc1ccc(C(=O)N(Cc2ccccc2)Cc2ccccc2)cc1[N+](=O)[O-]	-15%
CC1=NN(c2nc(-c3ccc(Br)cc3)cs2)C(=O)/C1=C\c1ccc2c(c1)OCO2	-2%
CC(=O)SCCC(=O)N1CCn2c3c(c4cc(C)ccc42)CCCC31 (configuration not stated)	7%
Cc1ccc(NC(=O)N2CCC(=O)N2)cc1	-10%
CCOC(=O)N1CCN(C(=O)CS(=O)Cc2nc(-c3cccc(C)c3)oc2C)CC1 (configuration not stated)	-8%
CCOC(=O)C(NCc1ccco1)(NC(=O)c1ccc(OC)cc1)C(F)(F)F (configuration not stated)	-19%
O=C(COc1ccccc1[N+](=O)[O-])Nc1ccc2oc(-c3cccc(Cl)c3)nc2c1	-4%
Cc1ccc(S(=O)(=O)N2CCCC(C(=O)NCCc3ccc4c(c3)OCO4)C2)cc1 (configuration not stated)	0%
O=C(Nc1cccc2ccccc12)c1ccc(Cn2cc(Cl)cn2)cc1	-8%
COc1cc(/C=C(/C#N)c2nc3ccccc3[nH]2)ccc1OCC(=O)Nc1ccccc1C(C)C	0%
Cc1cccc(C(C)C)c1NC(=O)COc1ccc(Cl)cc1Cl	-7%
O=C(O)CCn1c(-c2ccccc2)cc2c1CCCC2=O	13%
CC1(C)COC(c2cccn2Cc2ccccc2Cl)=N1	-10%
O=C(Nc1ccc(F)c(Cl)c1)c1ccc2c(=O)n3c(nc2c1)CCCCC3	3%
CCOC(=O)C1CCN(C(=O)CN(c2ccc(OC)cc2)S(=O)(=O)c2c(C)noc2C)CC1	-2%
O=C(COC(=O)c1ccccc1)c1ccc(Br)cc1	12%
CCOC(=O)c1c(C)oc2ccc(OCc3ccccc3F)cc12	-5%
COc1cc(NC(=O)c2cccs2)c(OC)cc1NC(=O)CCn1nnc2ccccc21	-2%
C=CCn1c(SCC(=O)Nc2ccccc2OC)nc(O)c(CC)c1=O	-10%
CC(C)Oc1ccc(NC(=O)C23CC4CC(CC(C4)C2)C3)cc1	-6%
O=C(O)C1CCCN(S(=O)(=O)c2ccc(Br)cc2)C1 (configuration not stated)	5%
CCOc1ccc(NC(=O)c2cccc(-c3ccc(OC(C)=O)cc3)c2)cc1	-10%
O=C1/C(=C/c2ccc(Br)o2)SC(=S)N1c1ccccc1	-4%
O=C(COC(=O)c1ccc(N2C(=O)c3ccccc3C2=O)cc1)COC(=O)c1ccc(N2C(=O)c3ccccc3C2=O)cc1	-4%
CCOc1ccc(OCC)c(NC(=O)CC2Oc3ccccc3NC2=O)c1 (configuration not stated)	-8%
COC(=O)/C=C/C(=O)Nc1cccnc1	3%
CCC(=O)Nc1ccc(-c2nnc(-c3ccccc3)o2)cc1	-5%
O=C(OCc1cnc(Cl)s1)c1ccccc1Cl	-11%
CNC(=O)c1ccc(CNC(=O)OCC(F)(F)F)cc1	10%
CN(c1ccccc1)c1ccc(C=C2C(=O)NC(=O)NC2=O)cc1	1%
O=C(CSc1ncn(-c2ccccc2)n1)c1ccc(Cl)cc1	-7%
COc1ccc(C2CC(C(F)(F)F)n3nc(C(=O)Nc4c(C)n(C)n(-c5ccccc5)c4=O)c(Cl)c3N2)cc1 (configuration not stated)	0%
COc1ccc(N(CC(=O)Nc2ccc(S(=O)(=O)N3CCCCC3)cc2)S(C)(=O)=O)cc1OC	-1%
O=c1n(Cc2ccccc2Cl)c2sc3c(c2c2ncnn12)CCCC3	-9%

# Next section.
Structure	mouse EphA4 binding
CCS(=O)(=O)N1CCCC(C(=O)NC2CCCC2)C1 (configuration not stated)	-12%
COc1ccc(-c2nn(-c3ccccc3)cc2/C=C/C(=O)c2ccccc2)cc1	18%
Cc1ccc(COc2cc3oc(=O)c4c(c3cc2Cl)CCC4)cc1	-8%
CCc1c(C)nc2ncnn2c1N1CCC(C(=O)N2CCN(c3ccccc3)CC2)CC1	-3%
O=S(=O)(Cc1ccccc1)N1CCN(C/C=C/c2ccccc2)CC1	-1%
COCCn1c(-c2ccc(OC)cc2)cnc1N	-14%
CCCOC(=O)c1cccc(NC(=O)COc2cc(C)cc(C)c2)c1	2%
CN(C)S(=O)(=O)c1ccc(NC(=O)c2cc3ccccc3o2)cc1	-6%
CN(C(=O)CSc1nnnn1-c1ccccc1)C1CCCCC1	-6%
Cc1c(NC(=O)CN2CC(C)OC(C)C2)c(=O)n(-c2ccccc2)n1C (configuration not stated)	-9%
Cc1ccc(CNC(=O)/C(C#N)=C/c2ccc(C)s2)cc1	-22%
COc1ccc(C(=O)Nc2ccc(F)c([N+](=O)[O-])c2)cc1Br	5%
COc1ccc2cc(CN(CCCN3CCOCC3)Cc3nnnn3C3CCCC3)c(=O)[nH]c2c1	12%
O=S(=O)(c1ccc(Cl)cc1)N1CCn2c1nc1ccccc12	14%
C[n+]1cnn2c1SCC1(COC1)C2	-9%

# By substructure, the compounds so far with a nitro group on carbon.
Structure	mouse EphA4 binding
O=C(Nc1ccc([N+](=O)[O-])cc1)C1CC(=O)N(c2ccc(Cl)cc2)C1 (configuration not stated)	5%
CC(Nc1cc(N2CCN(C)CC2)ccc1[N+](=O)[O-])c1ccc(Br)cc1 (configuration not stated)	-2%
O=C1C(=O)N(CCCn2ccnc2)C(c2cccc([N+](=O)[O-])c2)/C1=C(\O)c1ccc(Cl)cc1 (configuration not stated)	-4%
CCOc1ccc(NC(=O)c2ccc(Br)o2)c([N+](=O)[O-])c1	7%
O=C(Nc1ccccc1C(=O)Nc1ccccn1)c1ccc([N+](=O)[O-])cc1	-12%
Cc1ccc(NC(=O)c2cc(I)ccc2Cl)c([N+](=O)[O-])c1	1%
O=C(Nc1ccc(F)c([N+](=O)[O-])c1)c1ccc(Br)o1	7%
Cc1ccc(C(=O)N(Cc2ccccc2)Cc2ccccc2)cc1[N+](=O)[O-]	-15%
O=C(COc1ccccc1[N+](=O)[O-])Nc1ccc2oc(-c3cccc(Cl)c3)nc2c1	-4%
COc1ccc(C(=O)Nc2ccc(F)c([N+](=O)[O-])c2)cc1Br	5%

# An excerpt; the hit share may differ from the screen's.
